Kir21 block: inhibitors of mouse Kir2.1 inward-rectifier potassium channel | 310,000 tested, 0.85% active | P35561 | HEK293-Kir2.1, FluxOR thallium flux fluorescence; hits give low values | B-score at 10 µM;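 active means fluorescence ratio B-score at or below minus 3 SD of library scores, with starting-brightness B-score within 2 SD, cut at about -4.2 in these data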;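 further: channel flux triggered by added potassium and thallium sulfate stimulus; B-score of peak minus minimum fluorescence over baseline after thallium stimulus; more negative B-score means stronger Kir2.1 block with less thallium influx; some compounds called inactive have numbers as strong as hits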
Target sequence (P35561 whole entry, looked up): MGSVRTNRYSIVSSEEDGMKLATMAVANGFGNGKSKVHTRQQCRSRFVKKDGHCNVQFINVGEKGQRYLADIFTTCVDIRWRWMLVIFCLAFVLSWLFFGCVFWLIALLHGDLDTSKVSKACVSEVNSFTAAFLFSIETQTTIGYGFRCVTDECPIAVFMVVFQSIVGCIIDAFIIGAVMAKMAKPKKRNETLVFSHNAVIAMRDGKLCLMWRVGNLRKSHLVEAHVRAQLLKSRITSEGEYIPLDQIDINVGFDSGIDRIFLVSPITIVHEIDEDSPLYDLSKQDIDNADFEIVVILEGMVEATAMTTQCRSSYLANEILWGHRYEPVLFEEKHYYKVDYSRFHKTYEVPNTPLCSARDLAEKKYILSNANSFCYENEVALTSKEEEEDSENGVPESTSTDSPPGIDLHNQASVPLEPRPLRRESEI
KCNQ2 block: KCNQ2 potassium channel inhibitors, primary screen, cell-based, CHO-K1, FluxOR thallium flux, B-score (AID 2156) | O88943 | 20 min; hits give low values | B-score at 10 µM | 310,000 tested, 1.1% active;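 active means fluorescence ratio B-score at most minus 3 library SDs, with starting brightness B-score within 2 library SDs, cut at about -5.5 in these data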
Numbers without * were called inactive; i = inactive; & = joins results of further samples.

The opening six records, ahead of the listing:
Kir21 block,KCNQ2 block,canonical_smiles
1.17,i,CCCN(C(=O)COC(=O)CCOc1ccc(C)cc1)c1c(N)n(Cc2ccccc2)c(=O)[nH]c1=O
1.15,i,Cc1ccccc1-c1nnn(Cc2ccc(F)cc2Cl)n1
0.28,i,C#CCN1C(=O)S/C(=C/c2cc(C)n(CC)c2C)C1=O
0.59,i,COc1cc(C(=O)NCc2nnc(SCC(=O)NCCc3ccccc3)o2)cc(OC)c1OC
-1.57,i,COc1ccc(C)c2sc(N(CCCN(C)C)C(=O)c3ccc(S(=O)(=O)N4CCc5ccccc5C4)cc3)nc12
0.49,i,CSCc1ccc(C(=O)NC(C)c2ccc(-n3ccnc3)cc2)cc1 (stereo not drawn)

The list itself, repeating the preview:
Kir21 block,KCNQ2 block,canonical_smiles
1.17,i,CCCN(C(=O)COC(=O)CCOc1ccc(C)cc1)c1c(N)n(Cc2ccccc2)c(=O)[nH]c1=O
1.15,i,Cc1ccccc1-c1nnn(Cc2ccc(F)cc2Cl)n1
0.28,i,C#CCN1C(=O)S/C(=C/c2cc(C)n(CC)c2C)C1=O
0.59,i,COc1cc(C(=O)NCc2nnc(SCC(=O)NCCc3ccccc3)o2)cc(OC)c1OC
-1.57,i,COc1ccc(C)c2sc(N(CCCN(C)C)C(=O)c3ccc(S(=O)(=O)N4CCc5ccccc5C4)cc3)nc12
0.49,i,CSCc1ccc(C(=O)NC(C)c2ccc(-n3ccnc3)cc2)cc1 (stereo not drawn)
-1.57,i,CN(CCNC(=O)Cn1c(=O)sc2ccccc21)Cc1ccccc1
1.1,i,Cc1ccc(N2C(=O)C3CC(c4ccccc4)=C4C5C=CC(C6C(=O)N(c7ccc(C)cc7C)C(=O)C56)C4C3C2=O)c(C)c1 (stereo not drawn)
-0.42,i,NC(=Nc1ccccc1)Nc1ccccc1
0.65,i,Cc1ccc(S(=O)(=O)/N=C(/Nc2c(C)n(C)n(-c3ccccc3)c2=O)c2ccc(Cl)cc2)cc1
-0.24,i,Cc1nc([N+](=O)[O-])cn1CC(=O)Nc1ccc([N+](=O)[O-])cc1
0.41,i,COc1ccc(OC)c(NC(=O)c2ccc(-n3cccn3)nc2)c1
-0.7,i,Cc1ccc(C(C)C)c(OCC(=O)N/N=C/C2CCCCC2)c1
-0.35,i,CC(=O)NC1(C(F)(F)F)N=C2SCCN2C1=O (stereo not drawn)
0.91,i,CC1(C)Cc2c(C#N)c(SCC(=O)c3ccccc3)nc(N3CCOCC3)c2CO1
0.21,i,Cc1ccccc1-n1nc2c(c1NC(=O)c1cc3ccccc3oc1=O)CS(=O)C2 (stereo not drawn)
2.51,i,CCC1Oc2ccccc2N(CC(=O)Nc2ccccc2OC)C1=O (stereo not drawn)
0.44,i,COC(=O)c1nc2nc(C)cc(C(F)(F)F)n2n1
2.54,i,O=C(CCCNC(=O)/C(=C/c1ccc(Br)cc1)NC(=O)c1ccccc1)OCc1ccccc1
0.55,i,CCN(CC)CCN(Cc1cc2cc3c(cc2[nH]c1=O)OCO3)C(=S)NCCCOC
-0.65,i,CC(=O)N1CCc2c(sc(NC(=O)C3COc4ccccc4O3)c2C(N)=O)C1 (stereo not drawn)
-1.82,i,CCN(C(=O)c1ccc(NC(C)=O)cc1)c1ccccc1C
-2.12,i,Cc1cccc(C)c1NC(=O)Cn1c(=O)c2cccn2c2ccccc21
0.7,i,COCC(=O)N(C)C1(c2nnnn2CCOC(=O)Nc2ccc(Cl)cc2)CCCCC1
-0.93,i,FCCCOc1ccc(-c2ccnc3ncnn23)cc1

Kir21 block,KCNQ2 block,canonical_smiles
0.61,i,O=C(CSc1nc(=O)n2ccccc2n1)NCc1ccc(F)cc1
-0.87,i,CCOc1ccc(N2C(=O)CC(N(Cc3ccco3)C(=O)CC)C2=O)cc1 (stereo not drawn)
-0.3,i,Cc1cc(NCCc2ccccc2F)n2ncnc2n1
1.57,i,Cc1cccc(NC(=O)Cn2c(=O)n(C)c3ccccc32)c1
0.41,i,NC(=O)CSc1nnc(CNc2ccc(F)cc2)n1CC1CCCO1 (stereo not drawn)
1.05&-0.84,i,CCCc1nn2c(N)c(/C=C3\C=Nc4ccccc43)c(=O)nc2s1
-1.96,i,CCc1nnc(NC(=O)C2Cc3ccccc3CN2S(=O)(=O)c2cccs2)s1 (stereo not drawn)
-0.13,i,O=c1[nH]cc(N=Cc2cc(Cl)cc(Cl)c2O)c(=O)[nH]1
-1.45,i,CCN(CC(=O)Nc1ccc(Cl)c(S(=O)(=O)N(C)C)c1)Cc1nc2ccccc2c(=O)[nH]1
-0.74,i,Cc1cc(C(=O)N/N=C2\CC(=O)c3ccccc32)c(C)n1-c1ccccc1
-0.04,i,CC(CC(=O)N1CCN(c2ccccc2F)CC1)c1ccccc1 (stereo not drawn)
-1.94,i,CCOC(=O)C1(Cc2ccc(Cl)cc2)CCN(Cc2nccn2CC)CC1
1.23,i,CCc1nc(NCCCCCO)c2nnn(Cc3ccccc3F)c2n1
1.17,i,CC12CC(NC(=O)N1c1cccc(C(=O)N3CCN(c4ccccc4F)CC3)c1)c1ccccc1O2 (stereo not drawn)
0.01,i,CNC(=S)NCc1ccc2[nH]c(C)cc2c1
0.75,i,COCCn1c(C)cc(C2=NNC(=Nc3ccccc3F)SC2)c1C
0.27,i,CC(=O)c1cccc(NC(=O)N2C3CCCC2CC(NC(=O)C2CC2)C3)c1 (stereo not drawn)
0.51,i,Cc1cc(/C=N/O)c(C)n1-c1ccc(Br)cc1
1.22,i,COc1cccc(NC(=O)CS(=O)(=O)c2cccc3nsnc23)c1
0.07,i,COc1ccc(CNC(=O)c2ccccc2[N+](=O)[O-])cc1
0.3,i,CCCC(=O)Nc1nnc(SCC(=O)N2CCCCC2)s1
1.02,i,COc1ccc(Cl)cc1N(CC(=O)NC1CC1)S(=O)(=O)c1ccc(C)c([N+](=O)[O-])c1
0.75,i,N#Cc1cccc(NC(=O)COC(=O)c2ccc3c(=O)n4c(nc3c2)CCC4)c1
-0.05,i,COc1cc(NC(=S)Nc2cccc(C)n2)cc(OC)c1OC
1.94,i,CCOc1cc(N2CCOCC2)c(OCC)cc1NC(=O)c1ccc(OCc2c(C)noc2C)c(OC)c1

Kir21 block,KCNQ2 block,canonical_smiles
-0.71,i,C=CCn1c(SCCOc2ccc(OC)cc2)nnc1C(C)NC(=O)c1ccc(OC)cc1 (stereo not drawn)
-1.16,i,CCCn1nnc(NC(=O)c2ccc(-c3cccc(Cl)c3)o2)n1
-0.43,i,CCCN1C2CCCC1CC(NC(=O)Nc1cccc(C(C)=O)c1)C2 (stereo not drawn)
1.47,i,CNC(=O)c1ccc(Nc2nc(-c3ccccc3)nc3ccccc23)cc1
0.39,i,COC(=O)[C@H](CCSC)NC(=O)Nc1ccc(C)cc1C
1.1,i,CC(C)C[C@H](NC(=O)C1CC(=O)N(c2ccc3c(c2)OCO3)C1)C(=O)NC1CCCCC1 (stereo partly drawn)
0.63,i,COc1ccc(-c2noc(CN3CCC(Cc4ccccc4)CC3)n2)cc1
-1.19,-5.83*,Cc1ccc(C(c2cc(Br)ccc2O)N2CCSCC2)cc1 (stereo not drawn)
-2.14,i,NC(c1ccccc1)c1ccncc1 (stereo not drawn)
1.21,i,Cc1sc(NC(=O)c2cccs2)c(C(=O)OC(C)C)c1C
0.03,i,Oc1[nH]c2ccccc2c1N=NC(=S)NCC1CCCO1 (stereo not drawn)
-0.18,i,CNc1c([N+](=O)[O-])cnn1-c1ccccc1Cl
1.74,i,Cc1cc(C)cc(Oc2ccc(C(F)(F)F)cc2C#N)c1
0.04,i,COc1cc(C(=S)N2CCN(c3ccccc3Cl)CC2)cc(O)c1O
1.33,i,COC(=O)[C@@H]1CCCN1C(=O)c1cc(COc2cccc3cccnc23)on1
0.89,i,OCCNc1c2ccccc2nc2ccccc12
0.17,i,COc1ccc(NC(=O)c2cccnc2)c(OC)c1
0.2,i,COc1ccc([N+](=O)[O-])cc1NC(=O)Cc1noc2ccc(C)cc12
0.92,i,CS(=O)(=O)N1CCN(C2C3CC4CC(C3)CC2C4)CC1 (stereo not drawn)
-0.99,i,CCC(OC(=O)CN1C(=O)c2ccccc2C1=O)C(=O)NC1CCCC1 (stereo not drawn)
1.15,i,CC(C)(Oc1ccc(CCNC(=O)c2ccc(-c3ccccc3)o2)cc1)C(=O)O
-1.13,i,Cc1cc(-c2ccccc2)nc2c(Br)c(C(=O)O)nn12
0.83,i,CN(C(=O)COC(=O)c1ccc(Cl)cc1N)C1CCS(=O)(=O)C1 (stereo not drawn)
-0.26,i,O=Cc1cn[nH]c1-c1ccccc1
0.04,i,O=C(O)c1ccc(CN2C(=O)c3ccc(Oc4ccc([N+](=O)[O-])cc4)cc3C2=O)cc1

4 of the entries above in order of the Kir21 block value, low to high.
Kir21 block,KCNQ2 block,canonical_smiles
0.21,i,Cc1ccccc1-n1nc2c(c1NC(=O)c1cc3ccccc3oc1=O)CS(=O)C2 (stereo not drawn)
1.02,i,COc1ccc(Cl)cc1N(CC(=O)NC1CC1)S(=O)(=O)c1ccc(C)c([N+](=O)[O-])c1
1.17,i,CC12CC(NC(=O)N1c1cccc(C(=O)N3CCN(c4ccccc4F)CC3)c1)c1ccccc1O2 (stereo not drawn)
2.54,i,O=C(CCCNC(=O)/C(=C/c1ccc(Br)cc1)NC(=O)c1ccccc1)OCc1ccccc1

Going on with the list:
Kir21 block,KCNQ2 block,canonical_smiles
0.93,i,Cc1nc(N2CCC(C)CC2)c2oc3ccccc3c2n1
0.98,i,Nc1ccc(N=Nc2ccc(N)cc2)cc1
-1.22,i,COc1ccc(C2=Nc3ccc(Br)cc3C(c3ccccc3)N2CC(=O)NN)cc1 (stereo not drawn)
0.48,-7.82*,CN(C)CCN(C(=O)c1ccc2c(c1)CCCC2)c1nc2cc3c(cc2s1)OCCO3
0.38,i,COc1ccc(N2CCOCC2)c(NC(=O)c2cccnc2)c1
0.46,i,COc1ccc(C2=COc3ccccc3C(=O)N2)cc1
-0.27,i,O=S1(=O)N=C(N(CCO)/N=C/c2ccc(Br)cc2)c2ccccc21
0.02,i,Cn1ncc([N+](=O)[O-])c1C(=O)Nc1ccc(-c2ccccc2)cc1
-0.38,i,CCOC(=O)N1CCC(N2Cc3cccc(C(=O)NCc4ccc5c(c4)OCO5)c3C2=O)CC1
0.01,i,COc1ccc(C2(CN(C(C)=O)C(C)=O)CCCC2)cc1OC
0.61,i,Cc1cc(C(=O)NC2CCCC(C)C2C)c2ccccc2n1 (stereo not drawn)
-1.13,i,S=C(Nc1ccc(Br)cc1)NC1CCCC1
1.6,i,Cc1ccc(NC(=O)CC2CCCC2)c(Br)c1
0.39,i,Cc1cc(C)c(C)c(OCC(=O)N2CCOCC2)c1
-2.23,i,COc1ccc(NC(=O)N2CCCc3cccc(C)c32)cc1
-2.82,i,COc1ccc(/C=N/NC(=O)c2ccco2)cc1Cn1nc(C)c([N+](=O)[O-])c1C
1.75,i,Cc1ccc(NC(=S)N/N=C/c2ccc(Cl)c([N+](=O)[O-])c2)cc1
0.33,i,CCCNC(=O)Nc1ccsc1C(=O)OC
1.28,i,COc1cc2c(cc1OC)-c1nnc(C)n1C(C)(C)C2
-0.01,i,COc1cc(-c2nn3c(C4CCCCC4)nnc3s2)cc(OC)c1OC
-0.08,i,CCCCOc1ccc(NC(=O)CN2CCN(CC)CC2)cc1
-0.65,i,CCOc1ccc(NC(=O)C2CCC(CNc3c(N4CCC(C)CC4)c(=O)c3=O)CC2)cc1 (stereo not drawn)
-1.41,i,O=C(CSc1nc(O)c(Cc2ccccc2)c(=O)n1-c1ccccc1)N1CCOCC1
-3.11,i,CCN(CC)c1ccc(/C=C2/C(=O)ON=C2C)cc1
0.65,i,CCc1ccc(S(=O)(=O)ON2C(=O)c3ccccc3C2=O)cc1

Kir21 block,KCNQ2 block,canonical_smiles
0.12,i,Cc1c(C(C)C)c(=O)n(-c2ccc(S(=O)(=O)NC(C)C)cc2)n1C
1.34,i,Cc1ccc(C2(C(F)(F)F)NC(=O)N3CCCN=C3S2)cc1 (stereo not drawn)
-0.79,i,O=C(CNC(=O)c1ccccc1)OCc1nc2ccccc2s1
0.01,i,CCN(CC)CCNCc1cc(Br)ccc1OCC(=O)NCc1ccccc1
0.23,i,O=C(N/N=C/c1ccccc1)C1CCCN1C(=O)c1cc([N+](=O)[O-])cc([N+](=O)[O-])c1 (stereo not drawn)
1.41,i,O=C(Nc1ccc(Cl)cc1)c1ccc(-n2cccn2)c([N+](=O)[O-])c1
1.08,i,Cc1ccc(S(=O)(=O)CC(=O)N2CCN(c3cccc(C(F)(F)F)c3)CC2)cc1
-0.74,i,Cc1noc(C)c1COC(=O)[C@@H](NC(=O)c1ccccc1)C(C)C
-4.55*,i,Brc1ccccc1OCCOCCOc1cccc2cccnc12
-0.35,i,COC(=O)c1ccc(-n2c(C)cc(-c3csc(NC(=O)c4ccc(S(=O)(=O)N(C)C)cc4)n3)c2C)cc1
-3.8,i,c1ccc(CN2CCC(Nc3nc(-c4cccnc4)nc4ccccc34)CC2)cc1
2.68,i,CCCCn1c(SCC(=O)Nc2nc(C)cs2)nnc1-c1cccnc1
2.11,i,CCCN1CCN(CCCNC(=O)CN2C(=O)c3cccnc3Oc3ccc(C)cc32)CC1
-0.07,i,CCOC(=O)c1c(NC(=O)c2ccn(CC)n2)sc2c1CCC2
-0.16,i,CC1(C)Cc2c(sc3ncn4nc(CCC(=O)O)c(=O)nc4c23)CO1
0.05,i,Cn1nc(C(F)(F)F)c(-c2ccccc2)c1NC(=O)c1ccco1
-2.8,i,Cc1ccc(S(=O)(=O)N2CCCCC2C(=O)N2CCN(Cc3ccccc3)CC2)cc1 (stereo not drawn)
0.33,i,COC(=O)C1=C(CS(=O)(=O)c2ccccc2)NC(=O)NC1c1ccc(OC)c(OC)c1 (stereo not drawn)
0.28,i,CC(C)c1ccc(/C=C2\C(=N)N3N=C(CC(=O)N4CCCCC4)SC3=NC2=O)cc1

Compound profiles (already shown). Values in the order: Kir21 block, KCNQ2 block
`Cc1ccc(S(=O)(=O)CC(=O)N2CCN(c3cccc(C(F)(F)F)c3)CC2)cc1` is entered as 1.08, i
`CCN(CC)CCNCc1cc(Br)ccc1OCC(=O)NCc1ccccc1` is entered as 0.01, i

From PubChem
